High-throughput results as filed in PubChem.
Peg3 prom inh: Peg3 promoter activity inhibition; 1.7% of 360,000 active; AID 588405; inhibition, % at 20 µM; HeLa PEG-Prom luciferase reporter, luminescence, overnight;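 active = inhibition of at least 50% at 20 µM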
KKLEB cytotox: counter-screen for CF NF-kB inhibitors: cytotoxicity | KKLEB CF airway cells viability, ATPlite luminescence, overnight; hits give low values; cells stimulated with P. aeruginosa culture filtrate | 0.36% of 360,000 active | activity change (cytotoxicity), % at 5 µM;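 active = corrected activity change at or below -50% at 5 µM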
CF NFkB block: cystic fibrosis NF-kB activation inhibition; 0.86% of 360,000 active; KKLEB NF-kB-GFP reporter, PAF-induced, GFP fluorescence overnight; inhibition, % at 5 µM;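 active = at least 50% inhibition at 5 µM, scaled per plate between neutral and stimulator controls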;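 also: PAF is a Pseudomonas aeruginosa culture filtrate used as stimulus; plate controls were PAF-stimulated DMSO wells for no effect and unstimulated DMSO wells for full effect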
Shn3 inh set2: inhibitors of Schnurri-3 3'UTR reporter in osteoblasts | 0.52% of 360,000 active | inhibition, % at 12.5 µM | Clone20 osteoblast Shn3 3'UTR firefly luciferase, 24 h;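 active = mean inhibition of at least 75% with every replicate also reaching 75%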;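 also: 0% = median of neutral control wells and 100% = pilot-screen positive control compound; some compounds past the cut are filed as inactive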
HIF-2a block: HIF-2a inhibition; 786-0 RCC cells HIF-2a reporter, luciferase luminescence, overnight; inhibition, % at 18.8 µM; 0.72% of 360,000 active;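 active = inhibition of the luminescence signal of 40% or more relative to plate controls, in a single-dose primary screen at 18.75 µM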
hiPSC survival: increases survival of single human iPS cells; hiPSC single-cell survival, ATPlite luminescence; 100% = ROCK inhibitor wells, 0% = DMSO; 0.044% of 360,000 active; survival enhancement, % at 20 µM; AID 602274; in the data active = survival enhancement above about 18%;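 also: cells exposed to compounds for 16 hours before the ATP read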
NR2E3 ag-1: agonists of human NR2E3 nuclear receptor | CHO-S Gal4-NCOR/VP16-NR2E3 two-hybrid, luciferase | inhibition of corepressor binding, % at 3.98 µM | 0.35% of 360,000 active | AID 602229;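 active = inhibition above the mean of all tested compounds plus 3 SD, cut at about 70% in these data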;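 also: 0% = DMSO with NR2E3 transfected cells and 100% = cells lacking NR2E3 construct; higher means lower luciferase signal from less NR2E3 corepressor binding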
Target sequence (Q9Y5X4 whole entry, looked up, the tested form may be a part): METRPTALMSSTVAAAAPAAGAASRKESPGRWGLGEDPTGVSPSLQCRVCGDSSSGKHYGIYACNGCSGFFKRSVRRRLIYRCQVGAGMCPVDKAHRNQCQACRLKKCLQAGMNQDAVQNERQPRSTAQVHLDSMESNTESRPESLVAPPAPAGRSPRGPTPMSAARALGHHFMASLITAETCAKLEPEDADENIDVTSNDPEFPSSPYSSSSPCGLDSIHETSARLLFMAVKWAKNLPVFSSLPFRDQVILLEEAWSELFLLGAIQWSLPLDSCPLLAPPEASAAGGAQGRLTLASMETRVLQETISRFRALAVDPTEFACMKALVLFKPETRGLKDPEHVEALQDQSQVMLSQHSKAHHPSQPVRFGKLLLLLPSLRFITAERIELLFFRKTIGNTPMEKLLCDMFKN
aDG glyco up: increases alpha dystroglycan glycosylation. Pro5-aDG cells, alpha-DG glycosylation AlphaScreen (IIH6); 0% Pro5, 100% B10-LARGE cell signal. activation, % at 10 µM. 0.22% of 360,000 active;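 active = activation of at least 8% versus controls, or a plate z-score of at least 8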;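 also: Pro5 are CHO cells carrying HIG-tagged alpha-DG that lacks glycosylation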
NR2E3 ag-2: activates human photoreceptor nuclear receptor NR2E3. inhibition of corepressor binding, % at 4.78 µM. 0.12% of 320,000 active. GST-NR2E3/biotin-RetCOR TR-FRET, 1536-well. AID 2300. Q9Y5X4;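 active = percent inhibition above the cutoff of mean plus 3 SD of all tested compounds, set per screening campaign, cut at about 20% in these data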;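 also: 0% = DMSO wells and 100% = biotin wells as full block of FRET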
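Test system: GST-NR2E3 and biotin-RetCOR proteins | Quantity: 1.35 nM GST-tagged NR2E3 final | Medium: Tris pH 7.5 | Also added: 7 nM biotin-RetCOR | Dosing: Compound at 4.8 µM, single dose | Timing: 5 h at 4 °C | Detection: Time-resolved FRET | Read-out basis: Percent inhibition | Benchmarks: Biotin wells as high control, 0.6% DMSO wells as low control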
TWEAK Fn14 block: blocks TWEAK-Fn14 interaction in a reporter cell assay | TWEAK-stimulated Fn14 reporter cells, luciferase luminescence, 8 h | inhibition, % at 10 µM | 2% of 360,000 active | AID 1159606; in the data active = inhibition above about 50%
TRPM1 prom inh: inhibitors of MITF-driven TRPM1 promoter in melanoma cells; inhibition, % at 12.5 µM; 0.83% of 330,000 active; SK-MEL-5 TRPM1 promoter luciferase, 24 h;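 active = mean inhibition across replicates of 60% or more, whatever share of single replicates reaches that level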; also: values of inactives mirror those of a sister screen read the other way
* hit, by the source's call; · = not tested or not shown. An unsorted share of the library, and some 4.4% of all compounds hit somewhere here.

Short forms – A = Peg3 prom inh; B = KKLEB cytotox; C = CF NFkB block; D = Shn3 inh set2; E = HIF-2a block; F = hiPSC survival; G = NR2E3 ag-1; H = aDG glyco up; I = NR2E3 ag-2; J = TWEAK Fn14 block; K = TRPM1 prom inh
1	O=C(COc1ccccc1F)Nc1cc(S(=O)(=O)Nc2cccc(Cl)c2)ccc1O
  A = 25 | B = -13 | C = 6 | D = 10 | E = -2 | F = 1.0 | G = 0 | H = 0.0 | I = 7 | J = 24 | K = 13
2	Fc1ccc(-c2nc3c(Cl)cc(C(F)(F)F)cn3c2Cc2ccsc2)cc1
  A = · | B = · | C = · | D = · | E = -97 | F = 0.5 | G = -11 | H = -0.1 | I = · | J = -7 | K = ·
3	CCCCC(=O)Nc1ccccc1N1CCOCC1
  A = 20 | B = 3 | C = 12 | D = -7 | E = 13 | F = 0.1 | G = 9 | H = -0.1 | I = 1 | J = -12 | K = 7
4	Cc1cc(Nc2ccccc2)n(-c2cccc(Cl)c2)n1
  A = 15 | B = 8 | C = -45 | D = -3 | E = 4 | F = 0.9 | G = -7 | H = 0.0 | I = 0 | J = -44 | K = -17
5	CS(=O)(=O)N(CC(=O)NCCSCc1cccc(Cl)c1)c1ccccc1F
  A = -6 | B = 3 | C = 2 | D = 11 | E = 11 | F = 0.5 | G = 3 | H = 0.0 | I = 1 | J = 14 | K = 4
6	Cn1nnnc1SCC(=O)Nc1ccccc1N1CCCCC1
  A = 10 | B = -2 | C = 0 | D = 17 | E = 19 | F = 4.3 | G = -8 | H = 0.3 | I = 1 | J = 4 | K = 4
7	COCCOc1ccc(C(F)(F)F)cc1NC(=O)Cc1ccc(S(=O)(=O)N2CCOCC2)s1
  A = 20 | B = -2 | C = -20 | D = -21 | E = 30 | F = 0.1 | G = -13 | H = -0.1 | I = -2 | J = -1 | K = 5
8	CC(=O)Nc1ccc(NC(=O)c2cccc3ccccc23)cc1
  A = 2 | B = -7 | C = 8 | D = -24 | E = 1 | F = -0.3 | G = -25 | H = 0.1 | I = 2 | J = 17 | K = -9
9	CCC1COCCS(=O)(=O)N1Cc1ccccc1C (centres undefined)
  A = -1 | B = 0 | C = 11 | D = 14 | E = -1 | F = 1.9 | G = 3 | H = -0.1 | I = 1 | J = 13 | K = -1
10	O=C(NCc1ccco1)c1cnn2c1NC(c1ccccc1)CC2C(F)(F)F (centres undefined)
  A = -118 | B = 5 | C = 10 | D = 22 | E = -1 | F = 0.0 | G = 6 | H = -0.1 | I = -2 | J = -12 | K = -2
11	CC(=O)Nc1ccc(C(=S)NCC2(N(C)C)CCCCC2)cc1
  A = -6 | B = -12 | C = 20 | D = 2 | E = -9 | F = 0.1 | G = 4 | H = 0.1 | I = 3 | J = -5 | K = -5
12	CCOc1ccc2nc(NC(=O)Nc3cccs3)sc2c1
  A = -354 | B = -9 | C = -11 | D = -57 | E = -257 | F = -3.4 | G = -150 | H = -0.1 | I = 1 | J = 7 | K = -57
13	COc1ccc(CCNC(=O)CSc2ccsc2[N+](=O)[O-])cc1OC
  A = 9 | B = 8 | C = -9 | D = 7 | E = 3 | F = -2.8 | G = 0 | H = 0.3 | I = 5 | J = -25 | K = 9
14	O=C(Oc1nsnc1N1CCOCC1)N1CCCC1
  A = 12 | B = -14 | C = 12 | D = 8 | E = 14 | F = -0.6 | G = 12 | H = -0.1 | I = 2 | J = -3 | K = 4
15	CCOc1cc(S(=O)(=O)Nc2ccc(CC)cc2)ccc1Cl
  A = 32 | B = 10 | C = 10 | D = 17 | E = -11 | F = -1.6 | G = 29 | H = 0.6 | I = 0 | J = 8 | K = -1
16	COc1ccc(OC)c(NC(=O)C2CCC(CNc3c(N4CCOCC4)c(=O)c3=O)CC2)c1 (centres undefined)
  A = -2 | B = -2 | C = -7 | D = 2 | E = 12 | F = -0.2 | G = -13 | H = 0.2 | I = 0 | J = -2 | K = 6
17	CC(C)(C)S(=O)(=O)/C(C#N)=N/Nc1ccc(C#N)cc1
  A = 15 | B = 0 | C = 7 | D = -5 | E = -3 | F = 2.2 | G = -4 | H = 0.0 | I = 6 | J = -16 | K = -12
18	O=C(Nc1cccc(Cl)c1N1CCCC1)c1ccc(Br)o1
  A = 3 | B = -3 | C = 11 | D = 11 | E = -11 | F = -0.3 | G = -35 | H = 0.1 | I = 0 | J = -27 | K = -4
19	CC(Sc1nnc(COc2ccccc2)n1-c1ccccc1)C(=O)O (centres undefined)
  A = 7 | B = -3 | C = -7 | D = -9 | E = 16 | F = 0.9 | G = -21 | H = -0.1 | I = 1 | J = -16 | K = 6
20	CC(C)NC(=O)CSc1nc(-c2ccccc2)cs1
  A = -233 | B = 11 | C = -15 | D = -36 | E = -266 | F = -1.4 | G = -66 | H = 0.0 | I = · | J = -14 | K = -103
21	CCC(C)c1ccc(NC(=O)COC(=O)CCNS(=O)(=O)c2cccs2)cc1 (centres undefined)
  A = -34 | B = 16 | C = -10 | D = -42 | E = -44 | F = -0.3 | G = 18 | H = 0.1 | I = · | J = 2 | K = -14
22	COc1ccc(CC2(CO)CCN(Cc3c(C)nn(C(C)C)c3C)CC2)cc1
  A = 3 | B = -2 | C = -5 | D = 22 | E = 8 | F = 3.4 | G = -12 | H = 1.1 | I = -1 | J = -19 | K = 6
23	O=C(CSc1nnc(-c2cccs2)n1CC1CCCO1)c1cc2ccccc2o1 (centres undefined)
  A = 4 | B = 8 | C = 5 | D = -10 | E = -19 | F = 0.2 | G = -10 | H = 0.3 | I = -3 | J = 0 | K = 7

Among those listed so far, eight have a halogen.
Short forms – A = Peg3 prom inh; B = KKLEB cytotox; C = CF NFkB block; D = Shn3 inh set2; E = HIF-2a block; F = hiPSC survival; G = NR2E3 ag-1; H = aDG glyco up; I = NR2E3 ag-2; J = TWEAK Fn14 block; K = TRPM1 prom inh
1	O=C(COc1ccccc1F)Nc1cc(S(=O)(=O)Nc2cccc(Cl)c2)ccc1O
  A = 25 | B = -13 | C = 6 | D = 10 | E = -2 | F = 1.0 | G = 0 | H = 0.0 | I = 7 | J = 24 | K = 13
2	Fc1ccc(-c2nc3c(Cl)cc(C(F)(F)F)cn3c2Cc2ccsc2)cc1
  A = · | B = · | C = · | D = · | E = -97 | F = 0.5 | G = -11 | H = -0.1 | I = · | J = -7 | K = ·
4	Cc1cc(Nc2ccccc2)n(-c2cccc(Cl)c2)n1
  A = 15 | B = 8 | C = -45 | D = -3 | E = 4 | F = 0.9 | G = -7 | H = 0.0 | I = 0 | J = -44 | K = -17
5	CS(=O)(=O)N(CC(=O)NCCSCc1cccc(Cl)c1)c1ccccc1F
  A = -6 | B = 3 | C = 2 | D = 11 | E = 11 | F = 0.5 | G = 3 | H = 0.0 | I = 1 | J = 14 | K = 4
7	COCCOc1ccc(C(F)(F)F)cc1NC(=O)Cc1ccc(S(=O)(=O)N2CCOCC2)s1
  A = 20 | B = -2 | C = -20 | D = -21 | E = 30 | F = 0.1 | G = -13 | H = -0.1 | I = -2 | J = -1 | K = 5
10	O=C(NCc1ccco1)c1cnn2c1NC(c1ccccc1)CC2C(F)(F)F (centres undefined)
  A = -118 | B = 5 | C = 10 | D = 22 | E = -1 | F = 0.0 | G = 6 | H = -0.1 | I = -2 | J = -12 | K = -2
15	CCOc1cc(S(=O)(=O)Nc2ccc(CC)cc2)ccc1Cl
  A = 32 | B = 10 | C = 10 | D = 17 | E = -11 | F = -1.6 | G = 29 | H = 0.6 | I = 0 | J = 8 | K = -1
18	O=C(Nc1cccc(Cl)c1N1CCCC1)c1ccc(Br)o1
  A = 3 | B = -3 | C = 11 | D = 11 | E = -11 | F = -0.3 | G = -35 | H = 0.1 | I = 0 | J = -27 | K = -4
